DAX1 inh-1: inhibitors of DAX1 repression of SF-1 activated StAR promoter | HEK293T StAR-luciferase reporter, SF-1/DAX-1 repression relief | inhibition, % at 6.8 µM | 370,000 compounds, 1.1% hits | AID 652010;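 active means inhibition above the mean over all tested compounds plus 3 SD, cut at about 3.6% in these data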;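 further: 0% = DAX-1 cells with DMSO and 100% = cells lacking DAX-1 with DMSO; higher inhibition means more luminescence from relief of DAX-1 repression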
GAA850 FXN act: increases GAA850 frataxin promoter reporter activity | HEK293 lucGAA850 FXN promoter luciferase reporter, 24 h; percent of 10 µM SAHA response | activation, % at 6 µM | 360,000 compounds, 0.56% hits;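 active means activation above the average of all compounds screened plus 3 SD, cutoff fixed separately per campaign, cut at about 7.5% in these data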;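 further: 0% = DMSO wells and 100% = 10 µM SAHA wells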
HGIII-sPLA2 inh: Inhibits HGIII-sPLA2 liposome hydrolysis, primary screen; 370,000 compounds, 0.56% hits; inhibition, % at 12.2 µM; Q9NZ20; QFRET BODIPY PC-A2 liposome hydrolysis, fluorescence;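 active means inhibition above mean plus 3 SD of compounds lying within the high and low control bounds, cut at about 19% in these data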;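 further: 0% = median of test compound wells and 100% = no enzyme DMSO wells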
DAX1 inh-2: inhibits human nuclear receptor DAX1. HEK293 Gal4-DAX1 luciferase reporter, luminescence. AID 504766. 340,000 compounds, 0.99% hits. P51843. inhibition, % at 6.75 µM;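 active means inhibition above the mean over all tested compounds plus 3 SD, cut at about 4.2% in these data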;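 further: 0% = DAX1-transfected cells with DMSO and 100% = empty-vector control cells with DMSO; inhibition shows as a rise in luminescence from relieved DAX1 repression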
PLCg1 inh: inhibitors of human phospholipase C gamma1. 370,000 compounds, 0.84% hits. inhibition, % at 12.2 µM. P19174. purified PLC-gamma1, fluorogenic substrate, fluorescence; in the data active means inhibition above about 9.5%
Target sequence (P19174 whole entry, looked up): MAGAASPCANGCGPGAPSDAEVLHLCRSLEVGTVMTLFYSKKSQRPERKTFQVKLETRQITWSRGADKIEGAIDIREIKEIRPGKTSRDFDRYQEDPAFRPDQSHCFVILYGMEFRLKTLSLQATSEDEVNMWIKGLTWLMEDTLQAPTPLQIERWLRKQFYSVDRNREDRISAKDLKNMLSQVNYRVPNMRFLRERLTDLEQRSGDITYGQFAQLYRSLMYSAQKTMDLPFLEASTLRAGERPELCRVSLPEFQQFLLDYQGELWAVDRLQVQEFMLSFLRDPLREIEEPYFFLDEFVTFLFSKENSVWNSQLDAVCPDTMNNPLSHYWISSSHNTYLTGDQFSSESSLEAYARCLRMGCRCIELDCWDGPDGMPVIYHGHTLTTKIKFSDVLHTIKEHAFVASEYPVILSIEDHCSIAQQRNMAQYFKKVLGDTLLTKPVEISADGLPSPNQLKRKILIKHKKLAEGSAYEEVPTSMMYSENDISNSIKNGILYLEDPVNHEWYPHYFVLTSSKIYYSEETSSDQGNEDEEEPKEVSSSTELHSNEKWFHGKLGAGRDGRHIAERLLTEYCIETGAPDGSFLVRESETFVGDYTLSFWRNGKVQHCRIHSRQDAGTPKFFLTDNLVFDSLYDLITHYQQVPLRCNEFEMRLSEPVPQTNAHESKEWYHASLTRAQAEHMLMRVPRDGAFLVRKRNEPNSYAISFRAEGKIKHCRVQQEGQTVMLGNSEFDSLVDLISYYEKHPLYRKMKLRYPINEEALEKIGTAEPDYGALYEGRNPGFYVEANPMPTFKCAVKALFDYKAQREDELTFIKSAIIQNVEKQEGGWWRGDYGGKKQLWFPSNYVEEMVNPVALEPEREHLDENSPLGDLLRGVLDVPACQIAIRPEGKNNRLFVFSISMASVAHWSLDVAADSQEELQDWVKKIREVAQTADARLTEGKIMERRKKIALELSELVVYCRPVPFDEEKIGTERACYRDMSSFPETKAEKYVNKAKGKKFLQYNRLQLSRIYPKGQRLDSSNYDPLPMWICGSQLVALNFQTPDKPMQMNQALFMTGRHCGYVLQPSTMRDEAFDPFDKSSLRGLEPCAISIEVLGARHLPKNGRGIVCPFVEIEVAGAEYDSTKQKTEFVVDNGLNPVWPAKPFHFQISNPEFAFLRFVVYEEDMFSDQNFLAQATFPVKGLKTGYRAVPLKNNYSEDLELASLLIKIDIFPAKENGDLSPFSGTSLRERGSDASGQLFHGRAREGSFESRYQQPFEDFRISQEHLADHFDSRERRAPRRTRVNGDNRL
ADAM10 inh: inhibitors of human ADAM10; inhibition, % at 7 µM; AID 720582; 370,000 compounds, 0.62% hits; recombinant ADAM10, EDANS/DABCYL FRET peptide cleavage, 3 h; O14672;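 active means inhibition above a per-campaign cutoff equal to the mean of compounds falling between control-based bounds plus 3 SD, cut at about 20% in these data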;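 further: 0% = DMSO wells while the 100% control is not disclosed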
hcDAF12 agonist: activators of H. contortus DAF-12 nuclear receptor. HEK293 hcDAF-12 lit1-tk-luc reporter, luminescence; 0% DMSO, 100% Δ7-dafachronic acid. activation, % at 6.8 µM. 370,000 compounds, 1.4% hits;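 active means activation above the mean of all tested compounds plus 3 SD, cut at about 5.5% in these data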;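 further: 100% = response to 3 µM Δ7-dafachronic acid high control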
ssDAF-12 act: activators of S. stercoralis DAF-12 nuclear receptor | HEK293 ssDAF-12/GRIP1 lit1-tk-luc reporter, luminescence; % of 3 µM dafachronic acid response | activation, % at 6.8 µM | AID 652126 | 370,000 compounds, 1% hits;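 active means activation above the mean over all tested compounds plus 3 SD, cut at about 0.9% in these data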;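 further: 0% = DMSO-only wells and 100% = 3 µM delta7-dafachronic acid wells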
ADAM17 inh: inhibitors of human ADAM17 | recombinant ADAM17, EDANS/DABCYL FRET peptide cleavage | P78536 | inhibition, % at 6.95 µM | 370,000 compounds, 0.83% hits;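 active means inhibition above the mean of compounds lying between control limits plus 3 SD, set per campaign, cut at about 8.5% in these data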;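 further: 0% = DMSO-only wells as the low control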
PLCb3 inh: inhibitors of human phospholipase C beta3. Purified PLC-beta3, fluorogenic substrate, fluorescence. inhibition, % at 12.2 µM. 370,000 compounds, 0.18% hits. AID 720704; in the data active means inhibition above about 11%;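 further: 0% = median of compound wells on plate and 100% = full blocker control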
hgDAF-12 ag: hgDAF-12 agonism, primary luciferase screen; HEK293 GAL4-hgDAF12 UAS-luciferase reporter, agonist luminescence; normalized to butyrate control; activation, % at 6.8 µM; 370,000 compounds, 1.8% hits;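 active means activation above a cutoff set at the mean of all screened compounds plus 3 SD, cut at about 10% in these data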;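 further: 0% = DMSO wells and 100% = sodium butyrate wells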
Active calls of the source: *; . = no result given. Compounds were not picked by outcome (roughly 6.9% active in at least one column).

canonical_smiles,hcDAF12 agonist,GAA850 FXN act,hgDAF-12 ag,ADAM10 inh,HGIII-sPLA2 inh,PLCg1 inh,DAX1 inh-1,PLCb3 inh,ADAM17 inh,ssDAF-12 act,DAX1 inh-2
CCCc1cc(=O)[nH]c2nnc(SCC(=O)Nc3ccc4c(c3)OCCO4)n12,-1.6,-2.5,-0.8,-9,11,-2,-1.1,-7,-3,-1.2,0.0
Cc1ccc(-n2nc3c(=O)n(C(C)C(=O)NCCC4=CCCCC4)nc(C)c3c2C)cc1 (stereo not given),-6.5,-4.0,-7.6,-9,9,-4,-11,0,-4,-2.3,-1.8
Cc1nn(CCc2nn[nH]n2)c2nc(-c3ccc(Br)cc3)cc(C(F)(F)F)c12,-0.2,-2.1,-3.9,-77,-14,-22,-0.6,-29,-24,-1.4,0.1
Cc1ccc(C)c(Sc2ccc(NC(=O)CCN3C(=O)NC4(CCCC4)C3=O)cc2)c1,-1.6,0.2,1.7,7,-18,0,-0.9,-10,4,-1.6,-1.4
Cc1ccc(S(=O)(=O)N(C)C)cc1NC(=O)c1ccccc1Br,-1.3,-0.3,-1.5,-6,12,2,-0.9,-4,-6,-1.2,-0.3
CN(C[C@H](Cc1ccccc1)N(CCN(CCc1ccccc1)N=O)N=O)N=O,-0.1,0.3,-1.3,-4,-2,1,1.9,-2,-3,-1.4,1.4
COc1cc(/C=C/C(=O)O)cc(S(=O)(=O)NCc2ccc3c(c2)OCO3)c1OC,-0.7,0.5,-1.4,-6,-1,0,0.1,-2,-3,-1.6,0.5
O=C(COc1ccc2ccccc2c1)NNC(=O)[C@@H]1CCCC[C@@H]1C(=O)O,-0.2,1.3,1.2,5,-4,0,0.4,-1,-2,-0.9,0.1
CCSc1nnc(NC(=O)C2CCN(S(=O)(=O)c3cc(C(F)(F)F)ccc3Cl)CC2)s1,0.8,-0.2,-3.9,6,-7,4,0.3,5,1,-1.5,2.8
Cc1ccc(/C=C/C(=O)NCc2cccs2)cc1,3.3,7.2,7.4,5,-3,8,1.2,13*,8,-1.9,3.2
Cc1nc(SCCc2nc3ccccc3[nH]2)c2oc3ccccc3c2n1,-0.8,2.6,-1.7,-1,5,-2,0.2,-4,-1,-0.9,0.5
COc1ccc(NC(=O)Cn2c(=O)c(C)nc3ccccc32)cc1Cl,-1.2,-2.5,2.5,0,2,1,-0.8,-8,-4,-1.7,1.9
Cc1ccc2c(c1)C(=O)C(=O)N2CCCOc1ccccc1,0.1,3.0,2.2,-2,11,1,0.3,-5,-5,-1.4,-0.7
COc1cccc(NC(=O)Nc2nnc(-c3ccccc3SCc3ccccc3)s2)c1,-1.1,0.6,1.0,6,0,2,-0.2,5,4,-1.1,-0.4
O=C(c1nc2nc(-c3ccccc3)cc(C(F)(F)F)n2n1)N1CCOCC1,-0.2,1.9,1.7,-103,6,-7,0.0,-5,-17,-1.3,-1.2
COc1cc2[nH]cc(C(=O)NCc3cccs3)c(=O)c2cc1OC,-0.7,0.9,-1.4,0,-5,-1,-1.2,-1,-6,-1.8,1.3
c1ccc2c(c1)oc1c(-c3ccc4nccn4c3)cccc12,-1.3,0.2,0.4,-13,-15,-3,-0.2,-10,-6,-0.9,.
Cc1ccc(N=Cc2sc(O)c3ccccc23)c(C)c1,1.1,2.2,-2.9,-15,0,-3,-1.2,2,-3,-0.7,-1.5
Cc1ccc(NC(=O)c2cc(S(=O)(=O)N3CCOCC3)cn2C)cc1F,1.9,-1.7,-1.6,2,7,1,0.5,-1,1,-1.6,3.2
CC(=NCC1CCCO1)C1=C(O)CC(C)(C)CC1=O (stereo not given),-1.9,-0.3,-1.3,-6,7,3,0.1,0,-5,-0.8,0.4
COc1ccc(C(CC(=O)N2CCOCC2)C(C)C)cc1 (stereo not given),-1.1,-1.2,-0.3,2,1,1,-0.1,3,-1,-0.5,0.0
COc1ccc(N2C(=O)c3cccc4cc(Br)cc(c34)C2=O)cc1,1.2,-0.6,4.6,-2,-4,1,-0.5,3,0,-0.2,1.9
CCCN(CCC)S(=O)(=O)c1ccc(C(=O)N2CCCc3ccccc32)cc1,-4.2,-0.6,-6.2,10,-7,3,-1.4,3,6,-2.5,-0.9
Cc1ccc(C2C(C(=O)c3cc4ccccc4o3)=C(O)C(=O)N2CCN2CCOCC2)o1 (stereo not given),3.4,0.3,3.3,-19,-6,-16,0.2,-17,-4,-0.4,-1.8
COc1ccc(NC(=O)c2ccc(Br)c(S(=O)(=O)N3CCOCC3)c2)cc1,-4.4,-2.8,-6.3,7,0,-4,-1.5,-7,-1,-2.2,-2.2
C=CCn1c(SCC(=O)N2CCCCC2)nc(O)cc1=O,-1.1,-1.4,-1.8,-8,5,-3,0.1,-1,-6,-1.5,0.1
O=C(Cc1cccs1)NCCc1ccc(F)cc1,1.8,0.6,-2.3,-3,6,-2,-0.1,-11,-4,-1.1,3.3
O=C(c1ccc(F)cc1)N1CCN(c2ccc([N+](=O)[O-])c(N3CCOCC3)c2)CC1,-0.7,1.0,2.6,6,7,1,-1.2,3,-2,-1.6,1.0
O=C(Cn1cnc2cc([N+](=O)[O-])ccc2c1=O)NC(c1ccccc1)c1ccccc1,0.2,-0.8,-3.4,4,0,-2,-0.8,-5,0,-2.0,-1.3
CC(=O)c1ccc(NC(=O)C2(c3ccccc3)CCOCC2)cc1,2.1,2.2,3.8,6,8,8,1.9,3,-6,-0.2,2.3
Cc1cc(C)cc(-n2ncc3c2CCCC3NC(=O)CCN2Cc3ccccc3C2=O)c1 (stereo not given),-1.1,0.1,0.1,10,-3,2,1.9,-7,1,-1.5,0.2
N#CC1=C2SCN(Cc3ccccc3)CN2C(=O)CC1c1cccs1 (stereo not given),0.1,1.1,-3.0,-9,-5,-8,0.9,-10,0,-1.2,0.2
COc1cc(C)nn1-c1ccc(Cl)cc1,-2.4,3.3,-1.9,1,1,1,1.1,-3,0,-1.3,-0.2
COc1ccc2[nH]c3c(c2c1)CCN1C(=O)N([C@@H](C)C(=O)NCc2ccccc2OC)C(=O)[C@]31C,-0.9,-1.9,-2.1,6,-25,3,-0.6,2,1,-1.9,-0.4
CCCC(=O)C1=C(O)C(C(=O)OC)C(C)(C)CC1=NCCc1ccccc1 (stereo not given),-2.9,0.4,-0.9,-1,-2,-1,-0.8,-2,1,-1.6,-1.5
COc1ccc(C(=O)C2CCN(C(=O)c3ccco3)CC2)cc1,-0.1,0.9,-1.1,3,0,1,0.7,6,-3,-1.0,0.7
COCC(=O)N[C@H]1CC[C@@H](CC(=O)NCc2ccccc2OC)O[C@@H]1CO,0.0,.,3.3,3,4,0,0.8,3,5,-0.7,.
Cc1cc(NC(=O)CSc2nnc(C3CC3)n2C)no1,-1.1,0.6,0.1,3,-3,2,-0.1,2,-5,-1.2,0.4
CC(OC(=O)CNC(=O)c1ccc(Cl)c(Cl)c1)C(=O)N1CCOCC1 (stereo not given),0.4,-0.2,2.8,-6,4,-2,1.3,-5,-6,-0.2,2.4
CCOC(=O)C1=C(c2ccccc2)c2ccc(OC)cc2N(S(=O)(=O)C(F)(F)F)C1C(=O)OCC (stereo not given),-3.7,0.2,-0.6,-197,-3,-47,-2.0,-62,-53,-0.8,-1.0
CC(=O)c1cccc(NC(=O)C2CCN(S(=O)(=O)c3c(C)n[nH]c3C)CC2)c1,-1.4,-0.2,-1.9,5,-5,-3,-0.2,-4,0,-1.0,1.1
COc1ccccc1S(=O)(=O)Cc1ccc(C(=O)NCc2cccnc2)o1,-2.5,1.1,0.6,-11,2,-1,-0.8,-1,-1,-0.9,-0.9
CN(C)c1ccc(/C=C/C(=O)c2ccccc2)cc1[N+](=O)[O-],1.1,1.9,4.4,-5,3,3,0.7,1,-1,-1.0,0.9
C[C@H](NS(=O)(=O)c1ccccc1)C(=O)N1CCN(C(c2ccccc2)c2ccccc2)CC1,1.7,-0.6,-1.8,-6,-4,1,-0.9,-3,1,-1.4,-0.8
O=C(NCCCN1CCOCC1)c1coc2ccccc2c1=O,3.8,0.9,2.3,1,-3,1,-0.6,1,-2,-1.1,0.2
CS(=O)(=O)N1CCC(C(=O)NCC2CCCO2)CC1 (stereo not given),-1.0,4.3,1.4,0,8,1,0.6,4,-1,-1.1,0.4
CCCCCc1nnc(NC(=O)Cc2ccc([N+](=O)[O-])cc2)s1,-0.2,1.1,0.9,0,-33,3,0.3,3,0,-1.9,2.7
CC1=C(C(=O)OC(C)C)C(/C=C/c2ccccc2)NC(=O)N1 (stereo not given),-1.1,-1.4,-1.6,-12,5,5,0.4,4,2,-1.0,-0.4
CC1CCCCN1C(=O)NC1CC(=O)N(c2ccc3c(c2)OCCO3)C1 (stereo not given),1.2,1.2,5.1,-7,1,5,1.7,-4,-1,-1.5,0.9
Cc1cccc(NC(=O)c2ccc3c(c2)C(=O)N(c2ccccn2)C3=O)c1C,1.5,1.2,1.8,-4,-3,-3,1.5,-4,2,-0.5,-0.5
